NPYLR7 ag = mosquito NPYLR7 agonism | 270,000 compounds, 0.15% hits | HEK293T NPYLR7/Galpha15, GCaMP6s calcium fluorescence | activation, % at 10 µM; in the data active means activation above about 40%;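 further: 0% = vehicle and 100% = reference agonist at the receptor; some compounds past the cut are filed as inactive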
hcGAS lum = human cGAS inhibition. 290,000 compounds, 0.081% hits. recombinant h-cGAS, ATP depletion, Kinase-Glo luminescence. inhibition, % at 12.5 µM;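 further: 0% = vehicle reaction and 100% = reaction without DNA for no activity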
Target sequence (Q8N884 whole entry, looked up): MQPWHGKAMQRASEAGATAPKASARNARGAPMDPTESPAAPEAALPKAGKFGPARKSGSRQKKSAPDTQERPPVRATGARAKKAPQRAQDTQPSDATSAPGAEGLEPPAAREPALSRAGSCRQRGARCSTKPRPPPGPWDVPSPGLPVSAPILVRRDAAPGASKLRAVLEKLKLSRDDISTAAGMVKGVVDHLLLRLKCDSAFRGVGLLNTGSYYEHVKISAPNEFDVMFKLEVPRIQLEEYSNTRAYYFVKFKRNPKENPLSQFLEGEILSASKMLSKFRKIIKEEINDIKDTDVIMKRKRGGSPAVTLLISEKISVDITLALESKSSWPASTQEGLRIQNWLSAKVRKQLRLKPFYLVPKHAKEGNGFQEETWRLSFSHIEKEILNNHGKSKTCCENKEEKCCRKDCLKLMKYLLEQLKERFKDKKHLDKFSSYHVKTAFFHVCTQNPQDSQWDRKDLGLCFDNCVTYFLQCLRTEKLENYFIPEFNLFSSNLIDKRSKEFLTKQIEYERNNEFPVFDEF
mcGAS inh = inhibitors of mouse cGAS | Q8C6L5 | recombinant cGAS, Kinase-Glo ATP depletion luminescence | inhibition, % at 12.5 µM | 160,000 compounds, 0.15% hits | AID 1259399;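 further: 0% = negative control wells and 100% = reference inhibitor with no enzyme activity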
* hit, by the source's call; & = joins results of further samples. Unless noted, no stated cut-off is given here; in the data, active means inhibition above about 40%; inactive means the rest.

Screening O=C(c1ccc([N+](=O)[O-])s1)N(Cc1cccnc1)c1nc2c(F)cccc2s1 returned NPYLR7 ag -7, hcGAS lum -5 and mcGAS inh -7.
For COc1ccc(-c2cc(C(=O)O)cc(S(=O)(=O)N3CCCC3)c2)cc1F the results were NPYLR7 ag -1 and hcGAS lum -1.
Screening CCOc1ccc(C(=O)Nc2ccc(NC(=O)c3ccccc3)c(C)c2)cc1[N+](=O)[O-] returned NPYLR7 ag -3, hcGAS lum -4 and mcGAS inh -5.
For COC(=O)c1cc(S(=O)(=O)NC2CCCCCCC2)cn1C the results were NPYLR7 ag 3 and hcGAS lum -5.
`Cc1nc(Cc2nnc(SCC(=O)c3cc(C)n(-c4ncn[nH]4)c3C)o2)cs1` gave NPYLR7 ag -2, hcGAS lum -10 and mcGAS inh -6.
Cc1ccc(-c2cnn3c(N4CCN(C)CC4)cc(C(C)(C)C)nc23)cc1 was read as NPYLR7 ag 4, hcGAS lum -10 and mcGAS inh -9.
`CCn1c(C2CCCNC2)nn(Cc2cn3cccc(C)c3n2)c1=O` (stereo not given) gave NPYLR7 ag 6 and hcGAS lum -4.
CNC(=O)CC(C)N(C)C(=O)c1ccc2c(c1)CCC2 (stereo not given) was read as NPYLR7 ag -5 and hcGAS lum -3.
Screening CCc1csc(CNC(=O)C2(c3ccc(F)cc3)CCOCC2)n1 returned NPYLR7 ag 18 and hcGAS lum -5.
For Cc1ccc(Sc2oc(/C=N\n3cnnc3)cc2Br)cc1 the results were NPYLR7 ag -6, hcGAS lum -3 and mcGAS inh -5.
Screening CCN1CCCCC1C(=O)N1CCC(n2nccc2NC(=O)CCCc2ccccc2)CC1 (stereo not given) returned NPYLR7 ag 4 and hcGAS lum 1.
`CCc1nc2n(n1)C(=O)C(C(c1ccc(C)cc1)N1CCN(CCO)CC1)S2` (stereo not given) gave NPYLR7 ag -6, hcGAS lum -5 and mcGAS inh -7.
`CCNC(=O)NC(=O)C(C)OC(=O)c1cc(C)n(-c2cccnc2)c1C` (stereo not given) gave NPYLR7 ag 9 and hcGAS lum -6.
Screening CCN(CC)S(=O)(=O)c1cccc(C(=O)N=Nc2c(O)n(CC(C)C)c3ccccc23)c1 returned NPYLR7 ag 10 and hcGAS lum -8.
`O=C(CC(CC(=O)N1CCN(c2ccccn2)CC1)(c1ccccc1)c1ccccc1)N1CCN(c2ccccn2)CC1` gave NPYLR7 ag -12 and hcGAS lum 1.
Fc1ccc(N2CCC(N3CCC4(CCCN(CC5CC5)C4)C3)CC2)cc1F (stereo not given) was read as NPYLR7 ag 4 and hcGAS lum -10.
Screening O=C(c1ccoc1)N(CCN1CCCCC1)CC1CCCN(C2CCCC2)C1 (stereo not given) returned NPYLR7 ag -1&-2, hcGAS lum -5&-7 and mcGAS inh -8.
`COc1ccc(NC2=CC(c3ccc(OC)c(OC)c3)N(c3ccc(OC)cc3)C2=O)cc1` (stereo not given) gave NPYLR7 ag -10 and hcGAS lum -8.
For O=C(O)c1cn2cc(-c3ccc(F)cc3)ccc2n1 the results were NPYLR7 ag 11 and hcGAS lum 4.
`CC(C)c1nccc(-c2n[nH]c(CCc3ccccc3)n2)n1` gave NPYLR7 ag 9 and hcGAS lum -7.
For Cn1c(SCCC#N)nnc1-c1ccc(Cl)cc1 the results were NPYLR7 ag 5, hcGAS lum -6 and mcGAS inh -6.
For Cc1[nH]n(-c2ccc([N+](=O)[O-])cc2)c(=O)c1N=Nc1ccc(Oc2ccccc2)cc1 the results were NPYLR7 ag 11, hcGAS lum -1 and mcGAS inh -4.
For COc1cccc(C(=O)N2CCN(c3cc(Cl)nc(SCC(=O)O)n3)CC2C)c1 (stereo not given) the results were NPYLR7 ag -12 and hcGAS lum 4.
For CCOCCCNC(=O)c1c(O)nc2cc(C)ccn2c1=O the results were NPYLR7 ag 0, hcGAS lum -7 and mcGAS inh -7.
For COCCn1c(=O)c2c(nc3n2CC(C)CN3c2ccc(Oc3ccccc3)cc2)n(C)c1=O (stereo not given) the results were NPYLR7 ag 2, hcGAS lum -5 and mcGAS inh -6.
Screening COc1ccc(CC(=O)N2CCc3cc(OC)c(OC)cc3C2c2ccc(OC)cc2)cc1 (stereo not given) returned NPYLR7 ag -2, hcGAS lum -1 and mcGAS inh 1.
COC1=NS(=O)(=O)c2ccccc21 was read as NPYLR7 ag 7, hcGAS lum 2 and mcGAS inh -5.
Screening Cc1cc(-n2c(C)cc(C(=O)CSc3nc(N)cc(=O)[nH]3)c2C)no1 returned NPYLR7 ag 1 and hcGAS lum -5.
Cc1cc(C)n(-c2cc(NCCNC(=O)Cc3ccc(Cl)cc3)ncn2)n1 was read as NPYLR7 ag -10, hcGAS lum -2 and mcGAS inh -7.
N#CC1(NC(=O)CSc2nncn2Cc2ccco2)CCCCC1 was read as NPYLR7 ag 4, hcGAS lum -5 and mcGAS inh -7.
For CN=c1nc(-c2ccccc2)n(-c2ccccc2)s1 the results were NPYLR7 ag 42, hcGAS lum 12 and mcGAS inh -4.
Screening CCNC(=O)C1CCN(C(=O)c2cc(CN(C)Cc3ccccc3)on2)C1 (stereo not given) returned NPYLR7 ag 2 and hcGAS lum -4.
For CCOC(=O)C1CCCCN1C(=O)CN1CCCC1Cc1ccccc1 (stereo not given) the results were NPYLR7 ag 1 and hcGAS lum -5.
Screening COc1cccc(NS(=O)(=O)c2ccc(F)cc2[N+](=O)[O-])c1 returned NPYLR7 ag 3 and hcGAS lum -8.
CC(C)Oc1cccc(C(=O)C2CCCN(Cc3cc(C(C)C)n[nH]3)C2)c1 (stereo not given) was read as NPYLR7 ag 12, hcGAS lum -5 and mcGAS inh -9.
Screening CC1(C(=O)NS(=O)(=O)c2cccc3cccnc23)CCN1C(=O)CCc1cccs1 (stereo not given) returned NPYLR7 ag -4, hcGAS lum -5 and mcGAS inh -2.
For CCOC(=O)CNS(=O)(=O)c1c(C)noc1C the results were NPYLR7 ag 4, hcGAS lum 10 and mcGAS inh -1.
For Cc1c(C(C)NC(=O)c2coc(COc3cccc(F)c3)n2)cnn1C (stereo not given) the results were NPYLR7 ag 9 and hcGAS lum -7.
Cc1ccc(S(=O)(=O)N2CCOCC2)c(C)c1NS(C)(=O)=O was read as NPYLR7 ag 16 and hcGAS lum 10.
`Cc1sc2nc(C(C)C)nc(N3CCN(C(=O)c4cccc(C(F)(F)F)c4)CC3)c2c1C` gave NPYLR7 ag -10, hcGAS lum 2 and mcGAS inh 1.

Already shown: ten of the compounds above.
Screening Cc1cc(-n2c(C)cc(C(=O)CSc3nc(N)cc(=O)[nH]3)c2C)no1 returned NPYLR7 ag 1 and hcGAS lum -5.
Cc1cc(C)n(-c2cc(NCCNC(=O)Cc3ccc(Cl)cc3)ncn2)n1 was read as NPYLR7 ag -10, hcGAS lum -2 and mcGAS inh -7.
N#CC1(NC(=O)CSc2nncn2Cc2ccco2)CCCCC1 was read as NPYLR7 ag 4, hcGAS lum -5 and mcGAS inh -7.
For CN=c1nc(-c2ccccc2)n(-c2ccccc2)s1 the results were NPYLR7 ag 42, hcGAS lum 12 and mcGAS inh -4.
Screening CCNC(=O)C1CCN(C(=O)c2cc(CN(C)Cc3ccccc3)on2)C1 (stereo not given) returned NPYLR7 ag 2 and hcGAS lum -4.
For CCOC(=O)C1CCCCN1C(=O)CN1CCCC1Cc1ccccc1 (stereo not given) the results were NPYLR7 ag 1 and hcGAS lum -5.
Screening COc1cccc(NS(=O)(=O)c2ccc(F)cc2[N+](=O)[O-])c1 returned NPYLR7 ag 3 and hcGAS lum -8.
CC(C)Oc1cccc(C(=O)C2CCCN(Cc3cc(C(C)C)n[nH]3)C2)c1 (stereo not given) was read as NPYLR7 ag 12, hcGAS lum -5 and mcGAS inh -9.
Screening CC1(C(=O)NS(=O)(=O)c2cccc3cccnc23)CCN1C(=O)CCc1cccs1 (stereo not given) returned NPYLR7 ag -4, hcGAS lum -5 and mcGAS inh -2.
For CCOC(=O)CNS(=O)(=O)c1c(C)noc1C the results were NPYLR7 ag 4, hcGAS lum 10 and mcGAS inh -1.

Next section.
`Cc1ccc(NC(=O)COC(=O)CCCn2c(=O)oc3cc([N+](=O)[O-])ccc32)cc1C` gave NPYLR7 ag -2 and hcGAS lum -8.
For O=C(c1ccccc1OC1CCN(Cc2ccccn2)CC1)N1CCCC(CO)C1 (stereo not given) the results were NPYLR7 ag 7 and hcGAS lum -10.
For COC(=O)c1cc(C2CC2)nc2c1c(-c1ccc(OC)cc1)nn2C1CCS(=O)(=O)C1 (stereo not given) the results were NPYLR7 ag 13 and hcGAS lum -8.
Screening COC1=CC2NC(=O)NC(=O)C2C=C1OC (stereo not given) returned NPYLR7 ag -11 and hcGAS lum 7.
Screening COc1ccc(CNc2c(C#N)cnc3ccc(Cl)cc23)cc1 returned NPYLR7 ag -1, hcGAS lum -3 and mcGAS inh -3.
Cc1ccc(-n2nnnc2SCC(=O)NC(C)c2ccco2)cc1 (stereo not given) was read as NPYLR7 ag 7 and hcGAS lum -3.
For CCCc1cc(=O)n(CC(=O)Nc2cccc(C(F)(F)F)c2)c(-n2nc(C)cc2C)n1 the results were NPYLR7 ag -1, hcGAS lum -8 and mcGAS inh -7.
Screening CCn1c(C2CCCN(C(=O)CCn3nnc4ccccc43)C2)nn(C)c1=O (stereo not given) returned NPYLR7 ag -4 and hcGAS lum -5.
`Cc1cc(C)cc(N=C2NC(=O)/C(=C/c3cc(Cl)ccc3O)S2)c1` gave NPYLR7 ag -7, hcGAS lum 2 and mcGAS inh 1.
For Cc1cc(C)cc(C(=O)N(NC(=O)OCc2ccccc2)C(C)(C)C)c1 the results were NPYLR7 ag -2 and hcGAS lum -6.
CCc1nc(-c2nccn2-c2ccc3scnc3c2)c(C)[nH]1 was read as NPYLR7 ag 19 and hcGAS lum -1.
Screening CC(C)Cc1ccc(C(C)NC(=O)c2cccs2)cc1 (stereo not given) returned NPYLR7 ag 0 and hcGAS lum 3.
`Cc1nc(NC#N)[nH]c(=O)c1Cc1ccccc1` gave NPYLR7 ag -8, hcGAS lum -5 and mcGAS inh -7.
Screening CCCCN(C1CC(C)(C)NC(C)(C)C1)S(=O)(=O)N1CCC(C)CC1 returned NPYLR7 ag 9 and hcGAS lum -6.
CCC(=O)Nc1ccc(SCc2ccc(C(=O)OC)o2)nn1 was read as NPYLR7 ag 2 and hcGAS lum -6.
CCCc1c(C(=O)N2CCCN(c3nc4cc(C)c(C)cc4nc3-c3ccccc3)CC2)cnn1-c1ccccc1 was read as NPYLR7 ag 5, hcGAS lum -6 and mcGAS inh -6.
`CCN1C(=O)OC2(CC(C)(C)NC(C)(C)C2)C1(C)O` (stereo not given) gave NPYLR7 ag 2 and hcGAS lum -10.
`O=C(NNC(=O)c1cccn(Cc2cccc(Cl)c2)c1=O)Nc1ccc(Cl)cc1` gave NPYLR7 ag 8 and hcGAS lum -3.
Screening CCOC(=O)N1CCN(C(=O)Cn2c(=O)n(-c3ccc(C)cc3)c(=O)c3oc4ccccc4c32)CC1 returned NPYLR7 ag -5, hcGAS lum -1 and mcGAS inh -4.
Cn1cc(C(=O)N2CCN(C(=O)C34CC5CC(CC(C5)C3)C4)CC2)c2nn(-c3ccccc3)c(=O)c-2c1 was read as NPYLR7 ag -1, hcGAS lum -5 and mcGAS inh 0.
CCNC(=O)NC(=O)CSc1nnc(-c2ccc(C)cc2)o1 was read as NPYLR7 ag -7, hcGAS lum 2 and mcGAS inh -1.
COc1cccc(C(=O)N2CCNCC2C(=O)N2CCN(C)CC2)c1C (stereo not given) was read as NPYLR7 ag 10, hcGAS lum -8 and mcGAS inh -8.
Screening O=C1OC(c2cccs2)=N/C1=C/c1ccc(OC(F)F)cc1 returned NPYLR7 ag 2, hcGAS lum -5 and mcGAS inh -3.
For Cc1ccc([C@@H]2O[C@H](CO)[C@@H](O)[C@H](O)[C@H]2O)cc1Cc1ccc(-c2ccc(F)cc2)s1 the results were NPYLR7 ag -4, hcGAS lum -7 and mcGAS inh -7.
`COc1ccc(CCOC(=O)[C@@H]2CCCN2C(=O)CCC(=O)c2ccc(F)cc2)cc1OC` gave NPYLR7 ag 20, hcGAS lum -6 and mcGAS inh -6.
`Cc1ccn2c(=O)c(NC(=O)NC3CCCCC3)c(C)nc2c1` gave NPYLR7 ag -4, hcGAS lum -8 and mcGAS inh -9.
For CCOC(=O)c1nn(-c2ccc(F)cc2)c(=O)cc1OCc1c(F)cccc1Cl the results were NPYLR7 ag 10 and hcGAS lum 0.
For Cn1nnc(C(O)CN2CCOCC2)n1 (stereo not given) the results were NPYLR7 ag 0 and hcGAS lum 7.
CC1(C)CC(N2C(=O)c3cccc(N4CCCC(C(=O)NCc5nc(-c6ccccc6)cs5)C4)c3C2=O)CCO1 (stereo not given) was read as NPYLR7 ag 3 and hcGAS lum -8.
CC(C)=CC(=O)N1C[C@H](O)[C@@H](N2CCN(C)CC2)C1 was read as NPYLR7 ag -3 and hcGAS lum -1.
`Cc1cc(NC(=O)COc2ccccc2)n(-c2nc3c(F)cccc3s2)n1` gave NPYLR7 ag -10, hcGAS lum -9 and mcGAS inh -11.
Cc1csc2nc(O)c(C(=O)NCCCN3CCCC3=O)c(=O)n12 was read as NPYLR7 ag -2, hcGAS lum -4 and mcGAS inh -7.
For Cc1nn(C)cc1NC(=O)C(=O)NCC(C)c1cccs1 (stereo not given) the results were NPYLR7 ag 2 and hcGAS lum -6.
For O=C(Nc1ccc2oc(-c3cccs3)nc2c1)c1ccccc1F the results were NPYLR7 ag 4, hcGAS lum -4 and mcGAS inh -3.
Cc1cc(-n2cccn2)ccc1-c1nccn1CCc1scnc1C was read as NPYLR7 ag 16 and hcGAS lum 0.
For O=C(Cc1cccs1)Nc1ccc(N2CCCC2)c(S(=O)(=O)NC2CCCc3ccccc32)c1 (stereo not given) the results were NPYLR7 ag 19 and hcGAS lum -3.
For COCCCNC(=O)C(NC(=O)c1ccc(OC)cc1)C1CCN(C(=O)C2CCCC2)CC1 (stereo not given) the results were NPYLR7 ag 20, hcGAS lum -6 and mcGAS inh -7.

Rows were taken by chance. Share with any hit: about 0.29%.
